Assay outcomes as filed in PubChem BioAssay.
Bfl-1 displacement – Bfl-1 inhibitors, primary screen, biochemical, fluorescence polarization, FITC-Bid, mouse (AID 432); FITC-Bid BH3 peptide fluorescence polarization displacement; higher % means a stronger effect; Bcl-2-related protein A1 (Mus musculus); 64,000 tested, 0.02% active; displacement, % at 20 µM; hits with a dose series show IC50 in µM; in the data active = a potency from the dose series; inactive = the rest, 99 in 100 with displacement below about 15%; also: strong numbers were not always called active
Spn MK inh – S. pneumoniae MK inhibitors, primary screen, biochemical, PK/LDH-coupled NADH absorbance; mevalonate kinase [Streptococcus pneumoniae D39]; purified MK, PK/LDH-coupled NADH absorbance 340 nm; inhibition, % at 10 µM; 65,000 tested, 0.48% active; AID 555, 2006;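 active = ranked among the strongest by inhibition in the single 10 µM screen, a fixed top-ranked set picked for dose follow-up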; also: no value below 0 was filed
LYP inhibition – LYP phosphatase inhibitors, primary screen, biochemical, DiFMUP fluorescence, recombinant catalytic domain, 10 µM (AID 606) | Tyrosine-protein phosphatase non-receptor type 22 (Homo sapiens) | recombinant LYP catalytic domain, DiFMUP fluorescence; higher % means a stronger effect | one-dose inhibition, % at 10 µM; IC50 in µM for titrated hits | 52,000 tested, under 10 active;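 active = IC50 under 40 µM in the dose-response test; inactive = IC50 of 40 µM or more, or never dose-tested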
DPM-DC inhibit – S. pneumoniae DPM-DC inhibitors, primary screen, biochemical, PK/LDH-coupled NADH fluorescence; diphosphomevalonate decarboxylase (Streptococcus pneumoniae D39); purified DPM-DC; calls only at 10 µM; 65,000 tested, 0.49% active; AID 556, 2006;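 active = the 320 compounds with the highest percent inhibition in the single-dose primary screen, excluding strongly autofluorescent ones, cut at about 32% in these data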;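 also: kinetic rate of NADH fluorescence loss reporting ADP formed by the decarboxylase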
HPDE-C7K KRASV12 – cytotoxicity in KRAS-transformed pancreatic duct cells, primary screen, cell-based, fluorescence, HTS (AID 431); HPDE-C7K KRASV12 cells, Alamar Blue viability, 48 h; higher % means a stronger effect; cytotoxicity, % at 10 µM, or EC50 in µM where a hit was titrated; 63,000 tested, 1.7% active;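 active = compounds whose percent cytotoxicity in the single-dose primary screen, scaled between solvent and toxic-drug controls, exceeds 50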;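 also: 0% = DMSO solvent wells and 100% = doxorubicin-treated wells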
HPDE-C7 cytotoxicity – cytotoxicity in HPDE-C7 cells, cell-based, fluorescence, HTS (AID 430) | 63,000 tested, 1.8% active | HPDE-C7 pancreatic duct cells viability, fluorescence; higher % means a stronger effect | cytotoxicity, % at 10 µM, or EC50 in µM where a hit was titrated;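 also: cells exposed to compound for 48 hours before viability readout; 0% = vehicle and 100% = reference cytotoxic drug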
Alkaline phosphatase – human TNAP enzyme inhibitors, biochemical, luminescent (AID 518). 64,000 tested, 0.09% active. purified TNAP enzyme, luminescent substrate readout; higher % means a stronger effect. Alkaline phosphatase, tissue-nonspecific isozyme (Homo sapiens). inhibition, % at 20 µM; hits with a dose series show IC50 in µM; in the data active = a potency from the dose series; inactive = the rest, 99 in 100 with inhibition below about 22%;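 also: plate controls were vehicle for no effect and reference inhibitor for full effect; many of its hits are not listed in these tables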
PMK inhibit – S. pneumoniae PMK inhibitors, primary screen, biochemical, mevalonate pathway, pilot trial included | phosphomevalonate kinase (Streptococcus pneumoniae D39) | purified PMK, PK/LDH-coupled NADH absorbance 340 nm | inhibition, % at 10 µM | 65,000 tested, 0.49% active | AID 539, 2006;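 active = top-ranked compounds by inhibition in the single 10 µM screen, taking a fixed number of the strongest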;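 also: 0% = full reaction with DMSO carrier and 100% = background rate without enzyme reaction; no value below 0 was filed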
HT1080 viability – cytotoxicity in HT1080 fibrosarcoma cells, cell-based, fluorescence readout (AID 620); HT1080 viability, fluorescence; higher % means a stronger effect; cytotoxicity, % at 10 µM, or EC50 in µM where a hit was titrated; 87,000 tested, 0.42% active;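 also: cells exposed to compound overnight then 4 h with Alamar Blue; 0% = vehicle DMSO and 100% = killing control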
PMK inhibit pilot replicates – second read-out of PMK inhibit, no call of its own (marks repeat the call); inhibition, %; measured here: pilot screen replicates
Spn MK inh pilot replicates – recorded beside Spn MK inh, whose call it bears; inhibition, %; measured here: pilot screen replicates
DPM-DC inhibit pilot screen % – also measured in DPM-DC inhibit; calls as there; inhibition, %; measured here: pilot screen trials
* = called active by the depositor; i = inactive; · = no result given. Rule as the data show it, unless noted: active = cytotoxicity above about 50%; inactive = the rest. Compounds were not picked by outcome. About 3.4% of those tested had a hit in this group.

SMILES	Bfl-1 displacement	Spn MK inh	LYP inhibition	DPM-DC inhibit	HPDE-C7K KRASV12	HPDE-C7 cytotoxicity	Alkaline phosphatase	PMK inhibit	HT1080 viability	others
COc1ccc(C(C)C)cc1S(=O)(=O)N1CCN(C)CC1	6.4%	11.0	13.3%	i	-5.8%	-11.7%	-0.6%	0.0	-2.0%
CCOc1cccc(C(=O)N2CCCCC2c2cccnc2)c1 (stereo unspecified)	-2.3%	11.0	8.6%	i	-12.7%	-14.8%	6.6%	15.0	-2.2%	PMK inhibit pilot replicates=5.0;Spn MK inh pilot replicates=0.5;DPM-DC inhibit pilot screen %=1.0
Cc1cc(C)n(C(=O)CSc2nnc(SCC(=O)n3nc(C)cc3C)s2)n1	-6.1%	1.0	11.1%	i	·	·	11.8%	4.0	-6.4%
CN(C)S(=O)(=O)c1cccc(C(=O)NCC2CCCO2)c1 (stereo unspecified)	-1.9%	10.0	-0.8%	i	-3.4%	-7.6%	10.2%	5.0	3.6%
CCCCNC(=O)Nc1ccccc1C(=O)NCc1ccco1	2.6%	12.0	·	i	-6.4%	-20.7%	10.8%	11.0	7.2%
CCOC(=O)c1cc2sc(C)cc2n1CC(=O)N1CCN(C(=O)c2ccco2)CC1	-2.5%	42.0*	15.1%	i	11.9%	8.8%	1.6%	17.0	7.5%
Cc1cc(Nc2ccc(F)c(Cl)c2)n2ncnc2n1	-3.7%	2.0	5.3%	i	1.6%	2.9%	7.6%	2.0	·
Nc1nc(Cl)nc2c1ncn2[C@@H]1O[C@H](CO)[C@@H](O)[C@H]1O	-8.9%	6.0	24.9%	i	2.5%	8.6%	5.7%	14.0	-6.8%	PMK inhibit pilot replicates=8.5;Spn MK inh pilot replicates=0.0;DPM-DC inhibit pilot screen %=1.5
COc1ccc2nc(NC(=O)C3CCCN(S(=O)(=O)c4c(C)noc4C)C3)sc2c1 (stereo unspecified)	-10.9%	3.0	8.2%	i	3.8%	11.4%	7.8%	0.0	-3.9%
COc1ccc(C)cc1S(=O)(=O)N(C)CC(=O)NC1CCCCC1	1.8%	8.0	-4.4%	i	0.0%	-12.9%	6.7%	7.0	2.0%
COc1ccc(CCNC(=O)CC2Nc3ccccc3NC2=O)cc1OC (stereo unspecified)	-2.9%	4.0	1.5%	i	3.7%	-7.6%	7.7%	15.0	3.1%
Cc1ccc(CNC(=O)CSc2ncccn2)cc1	-2.1%	12.0	-2.5%	i	-1.6%	-1.1%	9.1%	9.0	-4.6%
Cc1nn(CCCNC(=O)C2CCCO2)cc1Br (stereo unspecified)	6.8%	8.0	14.8%	i	-12.1%	-8.3%	2.4%	6.0	6.4%
CC(C)Cc1cc(C(=O)Nc2sc3c(c2C#N)CCCC3)no1	1.2%	9.0	-0.8%	i	7.2%	1.1%	12.5%	5.0	-2.3%
CN(C)CCNC(=O)c1cc2ccccc2oc1=O	-6.1%	3.0	4.8%	i	-10.1%	-4.6%	9.5%	10.0	-0.8%

The last 2 compounds of the part above lead into the next:
SMILES	Bfl-1 displacement	Spn MK inh	LYP inhibition	DPM-DC inhibit	HPDE-C7K KRASV12	HPDE-C7 cytotoxicity	Alkaline phosphatase	PMK inhibit	HT1080 viability	others
CC(C)Cc1cc(C(=O)Nc2sc3c(c2C#N)CCCC3)no1	1.2%	9.0	-0.8%	i	7.2%	1.1%	12.5%	5.0	-2.3%
CN(C)CCNC(=O)c1cc2ccccc2oc1=O	-6.1%	3.0	4.8%	i	-10.1%	-4.6%	9.5%	10.0	-0.8%
CCC[C@@H]1C[C@@H](C(=O)N[C@H]([C@@H](C)O)[C@H]2O[C@H](SC)[C@H](O)[C@@H](O)C2O)N(C)C1 (stereo partly specified)	-2.5%	5.0	25.3%	i	-0.9%	2.3%	8.1%	4.0	-9.8%	PMK inhibit pilot replicates=1.5;Spn MK inh pilot replicates=0.0;DPM-DC inhibit pilot screen %=0.0
O=C(O)CCCC(=O)N1CCN(c2nc(-c3ccccc3)c3ccccc3n2)CC1	-1.4%	2.0	-11.1%	·	6.3%	1.6%	-4.3%	0.0	7.4%
COC(=O)c1nc(-c2ccc(C)cc2)oc1N(C)C	3.0%	0.0	-3.3%	·	4.1%	-4.1%	10.1%	17.0	-1.1%
O=C(NCc1ccco1)c1cnn2c(C(F)(F)F)cc(-c3cccs3)nc12	-0.3%	10.0	-8.3%	i	12.5%	9.8%	17.1%	7.0	-2.1%
Cc1c(NC(=O)c2ccccc2N)cccc1C(=O)O	-2.8%	8.0	·	i	6.3%	1.7%	10.8%	5.0	-3.4%
CCOc1ccc(N2C(=O)CC(SC(=NC)Nc3cccc(F)c3)C2=O)cc1 (stereo unspecified)	-3.7%	9.0	4.6%	i	-10.6%	-18.7%	4.5%	0.0	-1.2%
O=c1cc(-c2ccccc2)c2ccccc2[nH]1	-3.8%	7.0	13.1%	i	-17.4%	-20.9%	7.1%	0.0	-2.5%
Cc1noc(C)c1S(=O)(=O)Nc1ccc(C(=O)N2CCN(c3ccc(Cl)cc3)CC2)cc1	-5.9%	7.0	·	i	-5.4%	-12.9%	-2.9%	5.0	6.9%
CCN(CC)c1nc(Nc2ccccc2)nc(Oc2ccc(=O)n(C)n2)n1	-1.5%	6.0	-0.6%	i	7.4%	-3.8%	1.9%	0.0	7.1%
CCc1ccc(NC2=NCC(=O)N2c2ccc3c(c2)OCCO3)cc1	-8.5%	8.0	4.5%	i	11.2%	11.1%	3.9%	13.0	2.1%
Cc1cccc(CS(=O)(=O)Cc2ccc(C(=O)O)o2)c1	13.7%	13.0	0.3%	i	-2.9%	-15.2%	-5.1%	21.0	3.3%
Cc1c(C(=O)O)oc2ccc(S(=O)(=O)N3CCCCC3C(=O)O)cc12 (stereo unspecified)	0.2%	8.0	-6.1%	i	7.1%	1.5%	3.0%	9.0	-10.4%
O=C(Nc1ccccc1N1CCCC1)c1cccnc1	-0.5%	1.0	10.8%	i	·	·	1.5%	9.0	2.8%
CCOCc1nnc(NS(C)(=O)=O)s1	-2.8%	10.0	·	i	-1.0%	0.1%	5.9%	13.0	19.3%
Cc1ccc(N(C(=O)C2CCC(=O)N2)C2(C(=O)NC3CCCCC3)CCCCC2)cc1 (stereo unspecified)	-4.1%	8.0	·	i	-10.2%	-20.0%	2.2%	2.0	·	PMK inhibit pilot replicates=2.5;Spn MK inh pilot replicates=6.0;DPM-DC inhibit pilot screen %=6.0
Cn1nnnc1SCc1cccc(CSc2nnnn2C)n1	-10.0%	4.0	·	i	-0.3%	-2.1%	6.4%	4.0	9.7%
COc1ccc(N2CCN(C(=O)CSc3nnc(Cn4nnc5ccccc54)n3C)CC2)cc1	-8.0%	11.0	-16.0%	i	9.7%	-1.4%	14.4%	8.0	-0.8%	PMK inhibit pilot replicates=7.0;Spn MK inh pilot replicates=1.5;DPM-DC inhibit pilot screen %=2.0
Cc1ccc(S(=O)(=O)N2c3ccccc3NC(=O)C2CC(=O)Nc2ccccc2)cc1 (stereo unspecified)	-3.4%	14.0	10.9%	i	-10.7%	-20.0%	11.1%	8.0	-10.6%
O=C(Nc1ccc(Cc2ccncc2)cc1)c1ccc(S(=O)(=O)N2CCOCC2)cc1	-2.8%	2.0	5.4%	i	5.8%	10.7%	2.5%	4.0	2.3%
Cc1cc(C(=O)NC(C)c2ccncc2)no1 (stereo unspecified)	1.1%	4.0	1.7%	i	-8.0%	4.4%	1.3%	0.0	5.1%
O=C(CSc1ncnc2nc[nH]c12)NCCc1ccccc1	-2.6%	4.0	-6.8%	i	-7.9%	-10.4%	13.1%	0.0	0.4%
O=C(CCc1nc2ccccc2[nH]1)N1CCN(C(=O)c2ccco2)CC1	-6.6%	8.0	-12.7%	i	-0.7%	4.2%	14.2%	9.0	-0.7%
COc1ccc(N(CC(=O)NC2CCCC2)C(=O)CCC(=O)Nc2cc(C)on2)c(OC)c1	-0.6%	8.0	·	i	-10.9%	-8.3%	15.0%	6.0	-6.6%
CCOC(=O)C1=C(C)Nc2ncnn2C1c1c[nH]c2ccccc12 (stereo unspecified)	0.5%	4.0	·	i	4.2%	4.1%	3.3%	0.0	5.4%
CCOC(=O)N1CCC(NC2CCCCCCC2)CC1	-4.6%	0.0	6.4%	i	7.9%	8.0%	0.9%	0.0	-4.5%
CCc1ccc2c(COn3nnc4ccc(S(=O)(=O)N(C)C)cc43)cc(=O)oc2c1	-3.1%	7.0	-1.0%	i	62.0%*	59.1%*	1.8%	16.0	-2.5%
CC(C)CNC(=O)CSc1nnc(CN2CCCCCC2=O)n1-c1ccccn1	3.3%	7.0	7.7%	i	-15.3%	-8.9%	-4.0%	8.0	4.2%
COc1ccc(OC)c(-c2csc(N(Cc3ccco3)C(=O)c3cccs3)n2)c1	0.5%	3.0	9.0%	i	-5.2%	11.2%	16.7%	9.0	-5.6%
Cn1c(SCC(=O)NCc2cccs2)nnc1-c1cccs1	0.5%	8.0	8.7%	i	-2.7%	-10.1%	8.5%	6.0	7.7%
CCOC(=O)c1[nH]c2ccc(OC)cc2c1NC(=O)CCN1CCc2ccccc2C1	2.1%	6.0	·	·	8.9%	3.1%	13.0%	4.0	-8.5%
CCOC(=O)C1CCN(S(=O)(=O)c2ccc3[nH]c(=O)oc3c2)CC1	0.8%	4.0	7.9%	i	1.4%	6.3%	-1.1%	8.0	-5.2%
CCOC(=O)C1=C(C)NC(=O)CC1c1ccccc1 (stereo unspecified)	-3.3%	8.0	7.7%	i	-0.4%	-2.0%	15.4%	9.0	2.8%
CN(C(=O)COc1cccc(Br)c1)C1CCS(=O)(=O)C1 (stereo unspecified)	-13.5%	15.0	15.5%	i	4.0%	8.4%	5.7%	12.0	-4.8%
O=C(Nc1ccc2c(c1)OCCO2)C1CCN(S(=O)(=O)c2ccc(Br)s2)CC1	-1.3%	3.0	2.1%	i	-1.3%	6.5%	10.0%	16.0	·

Of the compounds above, 3 contain a Cl atom:
SMILES	Bfl-1 displacement	Spn MK inh	LYP inhibition	DPM-DC inhibit	HPDE-C7K KRASV12	HPDE-C7 cytotoxicity	Alkaline phosphatase	PMK inhibit	HT1080 viability	others
Cc1cc(Nc2ccc(F)c(Cl)c2)n2ncnc2n1	-3.7%	2.0	5.3%	i	1.6%	2.9%	7.6%	2.0	·
Nc1nc(Cl)nc2c1ncn2[C@@H]1O[C@H](CO)[C@@H](O)[C@H]1O	-8.9%	6.0	24.9%	i	2.5%	8.6%	5.7%	14.0	-6.8%	PMK inhibit pilot replicates=8.5;Spn MK inh pilot replicates=0.0;DPM-DC inhibit pilot screen %=1.5
Cc1noc(C)c1S(=O)(=O)Nc1ccc(C(=O)N2CCN(c3ccc(Cl)cc3)CC2)cc1	-5.9%	7.0	·	i	-5.4%	-12.9%	-2.9%	5.0	6.9%
